TDP2 absorb – TDP2 (human) inhibition, absorbance primary screen; O95551; recombinant TDP2, T5PNP hydrolysis, p-nitrophenol absorbance 415 nm; inhibition, % at 12.8 µM; 370,000 compounds, 0.34% hits; AID 720702;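 active = inhibition above the mean of all tested compounds plus 3 SD, set per campaign, cut at about 25% in these data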;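 note: 0% = DMSO with enzyme and 100% = buffer with substrate but no TDP2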
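test system = human TDP2 enzyme | input = TDP2 enzyme at 120 nM final | medium = 50 mM Tris-HCl pH 7.5 with Mg2+, KCl, DTT, BSA | also added = T5PNP substrate, 5 mM | times = 2 h at 37 °C | technique = epi absorbance | benchmarks = high control without enzyme, low control DMSO plus TDP2 | replication = each compound tested once, singlicate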
LEDGF integ inh – blocks HIV-1 LEDGF/p75-dependent DNA integration. 370,000 compounds, 0.64% hits. TR-FRET IN-LEDGF/p75 DNA integration, Eu/Cy5. AID 743269. inhibition, % at 3.7 µM;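 active = inhibition above the screen-wide mean plus 3 SD, cut at about 13% in these data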;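 note: signal is the Cy5 over europium emission ratio at 671 and 618 nm; 0% = plate median of compound wells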
DDE Tn7 FP inh – inhibitors of Tn7 peptide binding to human fibrin DD(E); inhibition, % at 8.3 µM; AID 720508; FP displacement of FITC-Tn7 peptide from fibrin DD(E); 0% = median of compound wells per plate; 370,000 compounds, 0.13% hits; P02675;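 active = inhibition above the mean of compounds falling within the control limits plus 3 SD of them, cut at about 14% in these data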;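 note: 0% = plate median of compound wells and 100% = 10 µM Aha-Tn7 peptide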
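Assay system: Fibrin-DD(E) protein isolated from polymerized human fibrin clots; read-out basis: percent inhibition; medium: Tris/NaCl/CaCl2 buffer, pH 7.8; signal: FP measurement; incubation: 10 min plus 3 h, room temperature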
SIAE primary – inhibitors of human sialic acid acetylesterase SIAE | Q9HAT2 | SIAE FP-Rh probe binding, fluorescence polarization | inhibition, % at 9.66 µM | 370,000 compounds, 0.69% hits;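 active = inhibition above a cutoff: mean of compounds within the control limits plus 3 SD of those, cut at about 17% in these data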;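 note: 0% = plate median of compound wells and 100% = probe without SIAE protein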
PRMT1 FP inh – blocks human protein arginine methyltransferase 1; Q99873; recombinant PRMT1, activity-based probe fluorescence polarization; inhibition, % at 2.79 µM; 370,000 compounds, 1.3% hits;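 active = inhibition above about 21% made by adding two undisclosed values, limit read from the data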
TCR CD3 inh – human TCR-CD3 binding inhibition | TAMRA-labeled TCR probe fluorescence, biochemical | 360,000 compounds, 0.37% hits | AID 651800 | inhibition, % at 9.4 µM; in the data active = inhibition above about 19%;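 note: recombinant mutant TCR 2C K166C tagged with TAMRA read by polarization; 0% = receptor in buffer alone and 100% = receptor with positive control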
HTRA1 inhibitor – blocks human HTRA1 serine peptidase. Q92743. recombinant HTRA1, FP-rhodamine activity-based probe, fluorescence polarization. inhibition, % at 5.96 µM. 340,000 compounds, 0.5% hits. AID 504803; in the data active = inhibition above about 36%;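 note: 0% = enzyme with DMSO and 100% = wells lacking enzyme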
UHRF1 MBD2 ctr – human UHRF1 methylated DNA binding inhibitors | UHRF1 binding to methylated oligo, TR-FRET | inhibition, % at 4.4 µM | Q96T88 | 370,000 compounds, 0.75% hits; in the data active = inhibition above about 21%;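 note: UHRF1 SRA domain binding a hemimethylated CpG hairpin DNA probe; 0% = median of test compound wells and 100% = reference inhibitor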
Target sequence (Q96T88 whole entry, looked up, the tested form may be a part): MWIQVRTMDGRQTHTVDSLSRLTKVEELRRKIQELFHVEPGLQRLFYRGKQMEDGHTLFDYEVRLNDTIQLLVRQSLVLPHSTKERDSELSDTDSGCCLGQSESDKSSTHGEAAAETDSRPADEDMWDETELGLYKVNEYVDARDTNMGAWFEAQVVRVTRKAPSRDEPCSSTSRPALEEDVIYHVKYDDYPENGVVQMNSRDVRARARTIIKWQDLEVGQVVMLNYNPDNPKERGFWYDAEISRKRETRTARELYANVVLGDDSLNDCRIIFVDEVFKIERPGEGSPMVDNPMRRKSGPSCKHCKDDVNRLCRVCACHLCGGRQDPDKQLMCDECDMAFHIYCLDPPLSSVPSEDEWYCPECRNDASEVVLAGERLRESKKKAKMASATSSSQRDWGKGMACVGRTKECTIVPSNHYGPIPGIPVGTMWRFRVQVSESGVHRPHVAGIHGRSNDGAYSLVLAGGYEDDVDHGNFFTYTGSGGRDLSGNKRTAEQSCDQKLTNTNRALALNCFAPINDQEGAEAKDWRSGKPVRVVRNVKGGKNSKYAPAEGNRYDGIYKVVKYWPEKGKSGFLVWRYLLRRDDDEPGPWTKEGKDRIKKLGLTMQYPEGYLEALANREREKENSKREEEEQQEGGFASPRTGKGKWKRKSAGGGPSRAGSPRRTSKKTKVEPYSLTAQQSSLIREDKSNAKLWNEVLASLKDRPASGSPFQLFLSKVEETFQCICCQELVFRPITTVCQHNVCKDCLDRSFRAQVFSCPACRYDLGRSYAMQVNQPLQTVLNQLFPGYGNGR
PG9 Ab binder – PG9 antibody binding by small molecule; TR-FRET gp120-PG9 antibody binding; inhibition, % at 6.7 µM; 360,000 compounds, 0.43% hits; in the data active = inhibition above about 8.5%
mABHD4 FP – inhibitors of mouse ABHD4. 370,000 compounds, 0.54% hits. inhibition, % at 8.92 µM. purified mABHD4, FP-Rh probe fluorescence polarization;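 active = inhibition exceeding the mean over every tested compound plus 3 SD, cut at about 30% in these data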;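 note: 0% = plate median of compound wells and 100% = S159A mutant with DMSO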
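System: mouse ABHD4 enzyme, wild type / Medium: HEPES pH 7.0, NaCl, Pluronic buffer / Reagent: FP-Rh activity-based fluorescent probe / Control set: S159A mutant high control, sample median low control / Detection: fluorescence polarization with parallel and perpendicular emission, 525/598 nm / Schedule: 45 min + 60 min at 25 °C / Compound dosing: 8.92 µM, single dose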
* = called active by the depositor; . = not tested or not shown.

nr	SMILES	TDP2 absorb	LEDGF integ inh	DDE Tn7 FP inh	SIAE primary	PRMT1 FP inh
1	COc1cccc(NC(=O)Cn2c(=O)n(CCC(=O)NCc3ccco3)c(=O)c3ccccc32)c1	6	-6	4	-1	-3
2	O=C(NCc1ccco1)Oc1ccccc1	-22	5	-2	-4	-1
3	CC(NC(=O)NC(N)=O)(C(F)(F)F)C(F)(F)F	3	-2	11	-1	-3
4	Brc1ccc2nc(-c3ccco3)c(CC3CCCCC3)n2c1	5	16*	-3	10	12
5	CCN(Cc1ccncc1)Cc1ccc(OC)c(OC)c1	11	-2	2	5	-4
6	CN1C(=O)CC(Sc2ccccc2C(=O)O)C1=O (stereo not given)	-5	-8	1	-4	7
7	COc1ccc(/C=C/C(=O)N2CCN(c3ccccc3)CC2)cc1S(=O)(=O)N1CCOCC1	5	-7	5	-5	3
8	O=C(c1ccc(S(=O)(=O)Nc2ccccc2)cc1)N1CCCCCCC1	-6	-4	4	-2	2
9	O=C(Nc1cccc(Cl)c1Cl)C1CCN(C(=O)c2cccs2)CC1	2	0	-3	4	1
10	COc1ccc2oc(C(=O)N3CCN(C(=O)c4ccco4)CC3)c(C)c2c1	7	2	-5	5	-2

nr	TCR CD3 inh	HTRA1 inhibitor	UHRF1 MBD2 ctr	PG9 Ab binder	mABHD4 FP
1	4	-8	0	0.8	-4
2	-1	6	1	-5.0	-1
3	6	8	1	-1.7	-1
4	11	.	12	0.6	15
5	-5	5	1	0.2	5
6	-1	4	6	0.6	-6
7	1	-4	8	-1.1	1
8	-10	-2	-1	-3.2	1
9	3	-3	-1	-2.0	8
10	6	-5	-2	-0.2	1

(more compounds)
nr	SMILES	TDP2 absorb	LEDGF integ inh	DDE Tn7 FP inh	SIAE primary	PRMT1 FP inh
11	Cc1ccccc1OCC(=O)Nc1nnc(COc2ccccc2)s1	-10	-2	10	-10	3
12	COc1ccccc1NNC(=O)c1cccnc1Oc1ccccc1	-4	1	1	0	0
13	CC(C)N1CCc2c(sc(NC(=O)c3nc4ccccc4s3)c2C(N)=O)C1	-9	-1	-4	3	0
14	CN(CCCN1CCOCC1)C(=O)c1cc(COc2c(F)cccc2F)on1	-5	3	2	3	2
15	COc1ccc(C(C)(C)C)cc1NC(=O)c1ccccc1-n1cnnn1	-7	-1	4	5	0
16	CCc1cc(-c2n[nH]c(=S)n2CC(C)C)cs1	2	0	-8	-1	1
17	O=C(Nc1ccc(Cn2cccn2)cc1)c1ccc(COc2ccc(Br)cc2)cc1	13	1	5	-5	2
18	CC(C)(C)OC(=O)N1Cc2ccccc2C[C@H]1C(=O)NCC(=O)NC1CCCC1	-6	-8	-2	-3	2
19	CCOC(=O)C1CCC(CNCc2ccccc2C)CC1 (stereo not given)	-15	4	-4	-4	4
20	COc1ccc(C)cc1NC(=O)c1ccc(N(C)S(C)(=O)=O)cc1	7	-5	1	-4	-4

nr	TCR CD3 inh	HTRA1 inhibitor	UHRF1 MBD2 ctr	PG9 Ab binder	mABHD4 FP
11	9	4	0	1.0	-3
12	-8	-4	13	-2.8	3
13	0	23	2	-7.5	2
14	0	6	2	-5.8	-3
15	10	6	-1	0.8	0
16	3	-3	1	-0.2	-4
17	-5	-5	-2	2.4	1
18	-6	-6	3	-0.6	-2
19	-8	7	3	-0.3	-6
20	-2	0	-1	0.9	2

More records.
nr	SMILES	TDP2 absorb	LEDGF integ inh	DDE Tn7 FP inh	SIAE primary	PRMT1 FP inh
21	CC(NC(=O)CN1C(=O)c2ccccc2C1=O)c1ccccc1 (stereo not given)	10	-4	-8	-5	1
22	CCn1c(SCC(=O)OC)nnc1-c1ccccc1	1	1	0	-1	2
23	CCN(CC)CCC(c1cc(OC)c(OC)c(OC)c1)c1c(OC)cc(OC)c2c(C)cc(=O)oc12 (stereo not given)	9	1	-3	8	0
24	NC(=O)c1ccc(NC(=O)COC(=O)CC23CC4CC(CC(Br)(C4)C2)C3)cc1	3	-3	10	0	-1
25	c1cncc(-c2nnc(-c3ccco3)o2)c1	-7	-5	9	-2	-1
26	CSc1nnc(-c2cccc(C)c2)n1N	10	-1	0	4	2
27	Nc1n[nH]c2c1C1(CCCC1)Cc1ccccc1-2	-6	1	0	3	0
28	Cn1ccnc1C(O)(c1ccccc1)c1nccn1C	-5	-7	-1	3	3
29	Cc1cc(-c2csc(N)n2)c(C)n1-c1ccccc1	8	6	7	3	17
30	COc1ccc(-c2nnc(SCC(=O)Oc3ccc(C)cc3)o2)cc1	-3	2	-3	1	0

nr	TCR CD3 inh	HTRA1 inhibitor	UHRF1 MBD2 ctr	PG9 Ab binder	mABHD4 FP
21	-5	4	-2	1.5	0
22	-2	-2	2	-0.3	2
23	7	0	3	-1.2	1
24	1	-4	3	2.6	-2
25	0	0	0	0.0	3
26	4	2	4	-2.1	2
27	5	6	0	0.4	3
28	-2	9	2	0.4	9
29	-5	53*	3	-0.8	21
30	-7	-3	-1	0.1	1

Six of these compounds, reformatted:
Every second line gives: TDP2 absorb, LEDGF integ inh, DDE Tn7 FP inh, SIAE primary, PRMT1 FP inh, TCR CD3 inh, HTRA1 inhibitor, UHRF1 MBD2 ctr, PG9 Ab binder, mABHD4 FP
25. c1cncc(-c2nnc(-c3ccco3)o2)c1
→ -7, -5, 9, -2, -1, 0, 0, 0, 0.0, 3
26. CSc1nnc(-c2cccc(C)c2)n1N
→ 10, -1, 0, 4, 2, 4, 2, 4, -2.1, 2
27. Nc1n[nH]c2c1C1(CCCC1)Cc1ccccc1-2
→ -6, 1, 0, 3, 0, 5, 6, 0, 0.4, 3
28. Cn1ccnc1C(O)(c1ccccc1)c1nccn1C
→ -5, -7, -1, 3, 3, -2, 9, 2, 0.4, 9
29. Cc1cc(-c2csc(N)n2)c(C)n1-c1ccccc1
→ 8, 6, 7, 3, 17, -5, 53*, 3, -0.8, 21
30. COc1ccc(-c2nnc(SCC(=O)Oc3ccc(C)cc3)o2)cc1
→ -3, 2, -3, 1, 0, -7, -3, -1, 0.1, 1

More compounds follow.
nr	SMILES	TDP2 absorb	LEDGF integ inh	DDE Tn7 FP inh	SIAE primary	PRMT1 FP inh
31	Cc1ncsc1C(=O)Nc1nc2c(s1)CCCC2	-5	3	-4	-2	4
32	O=C(NC1CCCCCC1)c1ccc(S(=O)(=O)NCc2ccco2)cc1	4	1	-1	-7	-2
33	CCc1ccccc1N1C(=O)C2CC(C)=C(C)CC2C1=O (stereo not given)	1	-2	-9	0	0
34	CCn1nc(C)cc1C(=O)n1nc(C)c(Sc2ncccn2)c1C	9	5	3	1	-1
35	N#Cc1ccccc1S(=O)(=O)N1CCN(c2ccc(S(=O)(=O)N3CCOCC3)cn2)CC1	12	0	6	0	-2
36	CC(C)CSc1nc2ccccc2n1CC(=O)O	-5	3	-2	2	-2
37	O=C(Cc1ccc(-c2ccccc2)cc1)N1CCOCC1	3	5	-3	3	7
38	COC(=O)C1CCN(C2CC(=O)N(c3cc(C)cc(C)c3)C2=O)CC1 (stereo not given)	-8	0	-4	-6	57*
39	O=C(Cc1cccc(NC(=O)C2CCCN(C(=O)c3ccccc3)C2)c1)Nc1cccc(C(=O)N2CCCCC2)c1 (stereo not given)	7	2	-2	1	1
40	CCCCC1=NN(C(=O)c2ccncc2)C(O)(C(F)(F)F)C1 (stereo not given)	-6	3	-11	15	-2

nr	TCR CD3 inh	HTRA1 inhibitor	UHRF1 MBD2 ctr	PG9 Ab binder	mABHD4 FP
31	-1	6	0	0.6	-3
32	5	-28	-1	-0.7	2
33	4	3	2	1.3	0
34	-3	0	-1	0.2	-3
35	5	0	-3	-1.5	-1
36	4	-5	0	-2.1	1
37	-7	-5	12	0.9	-4
38	0	6	5	-1.1	4
39	0	-7	0	-1.1	-1
40	4	.	1	-2.8	2

(list continues)
nr	SMILES	TDP2 absorb	LEDGF integ inh	DDE Tn7 FP inh	SIAE primary	PRMT1 FP inh
41	O=[N+]([O-])c1cccc(-c2ccc(SCc3ccccn3)nn2)c1	-4	1	0	1	-5
42	Cc1ccc(N(CC(=O)NC2CCCC2)C(=O)CNC(=O)c2cccs2)cc1F	-15	3	7	-1	1
43	CC1=C(C(=O)N2CCOCC2)CC(CC(=O)NCC2CCCCC2)C(=O)N1Cc1ccc(C(C)(C)C)cc1 (stereo not given)	4	1	-5	4	-2
44	COc1ccc(NC(=S)N2CCc3ccccc32)cc1OC	15	3	-7	3	0
45	O=C(Nc1nc2c(s1)CCCC2)c1cc2n(n1)C(C(F)(F)F)CC(C1CC1)N2 (stereo not given)	-13	-2	1	-3	0
46	Cc1nn(Cc2ccc(Cl)cc2)c(Cl)c1/C=N/NC(=O)CNc1ccccc1F	-4	1	-11	0	-1
47	Cc1nc(SCC(=O)N2CCN(c3ccccc3)CC2)n[nH]1	3	3	-4	0	-4
48	CN(C(=O)COC(=O)c1cc(S(=O)(=O)N2CCOCC2)c(Cl)cc1Cl)C1CCS(=O)(=O)C1 (stereo not given)	-5	-7	4	-5	1
49	CC(C)c1c(O)cc(-c2ccncc2)n(-c2ccc(Cl)cc2)c1=O	-4	3	-4	9	2
50	Cc1ccc2oc(=O)c3cnn(CC(=O)NCCN(C)C)c3c2c1	2	0	-9	2	4
51	COc1ccc(C(=O)COC(=O)CCN2C(=O)[C@@H]3[C@H](C2=O)[C@@H]2C[C@H]3C(Br)C2Br)cc1 (stereo not given in full)	7	-3	-2	1	3
52	CC1CCCC(NC(=O)CCS(=O)(=O)c2ccc3c(c2)NC(=O)CS3)C1C (stereo not given)	-11	-1	2	4	-2
53	O=C(Nc1cccc(-c2nc3ccccc3[nH]2)c1)c1ccccn1	1	1	2	-29	-2

nr	TCR CD3 inh	HTRA1 inhibitor	UHRF1 MBD2 ctr	PG9 Ab binder	mABHD4 FP
41	-2	4	0	0.2	-8
42	0	-6	2	-0.9	-2
43	-5	.	4	-2.3	7
44	4	6	-1	-2.3	7
45	6	-20	1	-0.1	9
46	4	-3	3	-2.7	3
47	7	-4	0	-2.3	4
48	-2	3	1	-0.9	-1
49	7	3	-2	-1.6	8
50	5	4	-2	-1.9	3
51	-6	-9	-1	1.3	0
52	8	4	3	-1.4	7
53	4	-38	-2	-3.8	1

Bioassay records from PubChem BioAssay.
